# From PubChem
# hIAP block: blocks human intestinal alkaline phosphatase; P09923; purified IAP, CDP-Star luminescence, 30 min; inhibition, % at 10 µM; 330,000 compounds, 0.12% hits;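 active = inhibition reaching a set limit with compound at 10 µM in the primary screen, cut at about 35% in these data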;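 also: plate controls were DMSO wells with enzyme for no effect and no-enzyme buffer wells for full effect; values of inactives mirror those of a sister screen read the other way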
# Target sequence (P09923 whole entry, looked up): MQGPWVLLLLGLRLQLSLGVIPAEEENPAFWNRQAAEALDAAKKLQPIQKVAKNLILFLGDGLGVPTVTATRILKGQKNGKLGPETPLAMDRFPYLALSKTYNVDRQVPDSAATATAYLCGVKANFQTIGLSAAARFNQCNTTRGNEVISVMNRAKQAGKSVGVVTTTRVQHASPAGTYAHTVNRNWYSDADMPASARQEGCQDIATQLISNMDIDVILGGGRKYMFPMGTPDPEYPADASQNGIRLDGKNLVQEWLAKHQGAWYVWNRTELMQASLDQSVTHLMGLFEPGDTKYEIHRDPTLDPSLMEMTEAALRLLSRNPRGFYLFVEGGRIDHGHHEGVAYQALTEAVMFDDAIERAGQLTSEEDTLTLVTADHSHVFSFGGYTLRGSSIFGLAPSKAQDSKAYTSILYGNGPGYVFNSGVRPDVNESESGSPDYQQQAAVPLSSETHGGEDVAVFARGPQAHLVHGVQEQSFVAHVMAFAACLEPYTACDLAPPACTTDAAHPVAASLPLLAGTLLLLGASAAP
# beta cell repl: induces beta-cell replication in MIN6 cells; MIN6 cells proliferation, ATPlite luminescence, 48 h; cells starved in 0.2% serum; 100% = growth in 10% serum; proliferation, % at 10 µM; 330,000 compounds, 0.29% hits;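 active = compounds whose signal lies at least 3.5 SD above the mean of all wells on their plate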;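 also: 0% = DMSO-treated cells in low-serum medium and 100% = 10% serum control; some compounds called inactive have numbers as strong as hits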
# A3G deaminase: blocks human APOBEC3G single-stranded DNA deamination; AID 493012; recombinant A3G, ssDNA deamination FAM/TAMRA fluorescence; 330,000 compounds, 0.28% hits; inhibition, % at 20 µM; Q9HC16;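 active = inhibition of at least 40% at 20 µM, with no more than 30% in the related APOBEC3A deaminase screen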;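 also: plate controls were DMSO wells with A3G for no effect and wells lacking A3G enzyme for full effect; some compounds called inactive have numbers as strong as hits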
# NLRP3 yeast inh: NALP3 inhibition in yeast; Yeast reconstituted NLRP3/ASC/caspase-1, beta-gal luminescence, 24 h; inhibition, % at 10 µM; 330,000 compounds, 0.39% hits; AID 2825;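 active = inhibition of 50% or more; inactive = inhibition below 50%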;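 also: plate controls were induced DMSO wells for no effect and uninduced yeast grown without galactose for full effect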
# mIAP block: blocks mouse intestinal alkaline phosphatase; purified mouse IAP, CDP-Star luminescence, 30 min; inhibition, % at 10 µM; 330,000 compounds, 0.2% hits; AID 2806;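 active = inhibition of at least 40% at 10 µM in the primary screen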;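 also: plate controls were DMSO with enzyme for no effect and no enzyme wells for full effect; values of inactives mirror those of a sister screen read the other way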
# TIM10 inh: TIM10 yeast growth inhibition; inhibition, % at 10 µM; 330,000 compounds, 1.4% hits; S. cerevisiae TIM10 strain growth, BacTiter-Glo luminescence, 24 h; AID 463195;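 active = inhibition of 40% or more at the single tested concentration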;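 also: wild-type TIM10 isogenic control strain grown at permissive 25 °C; 0% = DMSO yeast wells and 100% = minimal medium wells without yeast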
# APOBEC3A inh: blocks human APOBEC3A ssDNA deamination | P31941 | inhibition, % at 20 µM | 330,000 compounds, 0.41% hits | recombinant A3A, FAM/TAMRA ssDNA deamination fluorescence | AID 493011;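 active = at least 40% inhibition at 20 µM here, with at most 30% in a related deaminase screen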;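 also: plate controls were A3A with DMSO for no effect and wells lacking A3A enzyme for full effect; some results filed as inactive read as strong as hits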
# Target sequence (P31941 whole entry, looked up): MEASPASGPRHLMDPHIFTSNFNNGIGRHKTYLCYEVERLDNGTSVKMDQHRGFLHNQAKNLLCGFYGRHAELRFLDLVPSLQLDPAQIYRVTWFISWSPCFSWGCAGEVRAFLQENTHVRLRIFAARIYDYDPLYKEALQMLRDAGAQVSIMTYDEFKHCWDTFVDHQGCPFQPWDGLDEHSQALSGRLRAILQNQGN
# tim10-1 inh: inhibits growth of tim10-1 mutant yeast; S. cerevisiae tim10-1 ts strain growth, BacTiter-Glo, 24 h; inhibition, % at 20 µM; 330,000 compounds, 2.2% hits; AID 463190;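 active = inhibition of at least 40%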;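 also: mutant grown at 25 °C; 0% = DMSO wells with yeast and 100% = wells holding no yeast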
# mIAP act: mouse IAP activation | muIAP, CDP-Star luminescence, 30 min; stronger effect = higher value; 1 = vehicle-only enzyme signal, 0 = enzyme-free wells | activation factor at 10 µM | 330,000 compounds, 0.24% hits | AID 2805;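 active = activation factor of at least 2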; also: the source names both 10 and 20 µM as test concentration; values of inactives mirror those of a sister screen read the other way
#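 System: mouse IAP enzyme. Reagent: CDP-Star chemiluminescent phosphatase substrate. Benchmarks: DMSO wells, no-enzyme wells. Times: 30 min enzyme-substrate-compound incubation at room temperature. Detection: luminescence from enzymatic CDP-Star hydrolysis. Doses: test compounds delivered from DMSO solution.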
# * hit, by the source's call. Not a hit list; overall some 4.6% were active at least once.
SMILES,hIAP block,beta cell repl,A3G deaminase,NLRP3 yeast inh,mIAP block,TIM10 inh,APOBEC3A inh,tim10-1 inh,mIAP act
CCC(=O)N/N=C/c1ccc(OS(=O)(=O)c2ccccc2)cc1,8,4,-8,-28,0,-6,-3,-1,1
CCC1Oc2ccc(C)cc2N(CC(=O)N2CCCC2)C1=O (stereo not given),-6,0,-8,8,0,1,0,-17,0.99
COc1ccc(/C=N/Nc2nc(N3CCCCC3)nc(N3CCCCC3)n2)cc1[N+](=O)[O-],10,-6,-9,-1,3,19,0,27,0.97
O=C(NCCCN1CCCC1)Nc1ccc(F)cc1,16,1,-8,7,3,3,-2,-5,0.97
Cc1ccc2c(Cl)cc(Cl)c(OCC(=O)O)c2n1,10,-2,-4,2,-12,-23,3,14,1.1
CCOc1ccccc1NC(=O)CSc1n[nH]c(N)n1,-6,0,-4,2,-2,3,12,-8,1
CN(C)S(=O)(=O)c1cccc(NC(=O)COC(=O)c2ccc3c(c2)OCO3)c1,-2,0,-9,13,-5,9,0,17,1
CNC(=O)c1c[nH]c2ccc(S(=O)(=O)Nc3ccccc3F)cc2c1=O,-14,-1,0,18,-13,-12,4,12,1.1
Oc1ccc(-c2nc(-c3ccc(F)cc3)c(-c3ccncc3)[nH]2)cc1,-8,-5,-5,3,-4,-29,-2,-26,1
CCOC(=O)C1CCN(C(=O)CC2C(=O)N(Cc3ccccc3)C(C)c3nc4ccccc4n32)CC1 (stereo not given),3,2,-6,-3,10,-11,-1,9,0.9
O=C(NCc1ccco1)C(c1ccc(F)cc1)N(CC1CCCO1)C(=O)Cn1nnc2ccccc21 (stereo not given),-21,1,-9,15,8,10,-2,9,0.92
Nc1cc(N)nc(SCCN2CCCCC2)n1,-12,-2,-6,9,-5,11,-5,19,1.1
CC(=O)Nc1ccc(Nc2nc(C)c([N+](=O)[O-])c(Nc3ccc(NC(C)=O)cc3)n2)cc1,-2,-2,-7,-8,-6,-7,-4,-10,1.1
COC(=O)[C@H](CCSC)NC(=O)Nc1ccc(C)c(C)c1,0,-1,-4,-2,0,-16,-2,13,1
Cn1c(C(=O)O)cnc1Sc1ncc(C(F)(F)F)cc1Cl,15,1,-6,7,4,5,0,2,0.96
Cc1cccc(C)c1NC(=S)NC1CCCCC1,11,0,-4,6,-7,19,0,27,1.1
CC1=C(C(=O)Nc2ccccc2C)C(c2ccc(C)o2)n2c(s/c(=C/c3ccccc3)c2=O)=N1 (stereo not given),9,-3,-5,13,26,-10,-3,19,0.74
CC(C)[C@H](NC(=O)[C@@H]1CSCN1C(=O)OC(C)(C)C)C(=O)NCC1CCC(C(=O)O)CC1 (stereo not given in full),-8,0,-8,5,-13,-13,-5,16,1.1
CC(=O)Nc1nc(C)c(Oc2ccc(C)cc2)c(=O)[nH]1,-2,-2,-4,2,-3,-12,-2,-12,1
COc1cc(C(=S)N2CCOCC2)cc(OC)c1OC(=O)c1ccccc1[N+](=O)[O-],2,3,-2,21,1,12,-4,22,0.99
Nc1c(-c2ccc(Cl)cc2)cnn1-c1cccc([N+](=O)[O-])c1,-3,-3,-3,50,7,-24,1,10,0.93
O=c1c2ccccc2nc(SCc2ccccc2)n1Cc1ccco1,-9,-6,-7,24,8,-18,-3,10,0.92
CCOC(=O)c1cnn(-c2ccc(Cl)cc2)c1C1CCN(C(=O)OC(C)(C)C)CC1,9,-5,2,12,-3,31,2,30,1
O=C(N/N=C1\C2CN3CCN(C2)CC1(c1ccccc1)C3)c1ccc(F)cc1,-9,-2,-7,17,-1,-3,0,17,1
Cc1ccccc1N(C(=O)Cn1nnc2ccccc21)C(C(=O)NCc1ccco1)c1ccncc1 (stereo not given),1,-2,-6,9,-3,8,0,6,1
Cc1nnn(C23CC4CC(CC(CC(=O)Nc5ccc(C)c(Cl)c5)(C4)C2)C3)n1,13,0,-4,1,-53,36,-1,30,1.5
O=C1CCC/C(=N/NC(=O)c2ccc(CN3c4cccc5cccc(c45)S3(=O)=O)cc2)C1,15,0,-3,12,0,7,-2,16,1
Cc1ccc(/C=N/NC(=O)c2ccccn2)o1,-24,0,-3,-1,2,2,-1,-5,0.98
Cc1onc(-c2c(F)cccc2Cl)c1C(=O)NCc1ccccc1,25,-2,-6,9,13,-5,-2,-2,0.87
COC(=O)c1ccccc1NC(=O)C12CC3CC(C1)CC(n1cnc(Cl)n1)(C3)C2,1,0,-4,-10,10,35,-1,30,0.9
O=C(CN1CCN(C(=O)c2ccccc2)CC1)Nc1cccc(S(=O)(=O)N2CCCC2)c1,11,-1,2,-2,-1,2,4,8,1
Cc1cc(NC(=O)COC(=O)COc2cccc3c2OC(C)(C)C3)no1,7,-4,-3,8,4,-20,0,12,0.95
CC(c1cccs1)N(Cc1ccco1)C(=S)Nc1ccc(F)c(Cl)c1 (stereo not given),9,-5,-5,-3,1,-8,0,16,0.99
Cc1nc(N/N=C/c2ccccc2)nc(N(C)c2ccccc2)c1[N+](=O)[O-],3,0,-4,11,4,-24,0,9,0.96
N#CN1CCC(NS(=O)(=O)c2ccc(C(F)(F)F)cc2)C1 (stereo not given),5,-2,-13,13,-6,18,-4,26,1.1
CC(=O)c1cccc(S(=O)(=O)N(CCCO)Cc2cc3ccc(C)cc3[nH]c2=O)c1,1,1,1,24,21,11,7,26,0.79
Cc1ccc(C)c(N=Cc2c(O)c3ccccc3oc2=O)c1,10,-2,5,25,3,8,-8,17,0.97
O=C(COC(=O)c1ccc(Br)o1)NCc1ccco1,8,-2,7,17,7,6,34,-7,0.93
O=C(c1ccccn1)C1CCCN(Cc2cn[nH]c2-c2cc3ccccc3o2)C1 (stereo not given),-19,-1,-3,11,6,5,0,22,0.94
O=C(C1CCCN1C(=O)c1cccs1)N1CCN(Cc2ccc3c(c2)OCO3)CC1 (stereo not given),3,-3,-6,6,6,12,-4,1,0.94
O=C(O)c1ccccc1SC1CC(=O)N(C2CCCCC2)C1=O (stereo not given),6,9.9*,-9,6,-4,10,-3,27,1
Fc1ccc(NC(=S)Nc2ccc(Br)cc2)cc1,17,0,-3,29,-22,25,1,38,1.2
COc1ccc(C/C(N)=N/OC(=O)c2ccco2)cc1OC,-12,0,-8,-4,1,-8,-2,-14,0.99
Cc1ccc(C)c(S(=O)(=O)N/N=C/c2ccc(N3CCOCC3)cc2)c1,4,0,-1,17,-8,11,-3,16,1.1
CC(C)(C)OC(=O)C[C@H]1C/C=C\C[C@H](CC(=O)NCCO)C(=O)NC[C@@H](c2ccccc2)OC1=O,2,6,-11,10,3,0,-3,11,0.97
COCc1ccc(CN2CCC(CO)(CC3CCCCO3)CC2)o1 (stereo not given),12,2,-4,14,1,3,2,-2,0.99
Cc1ccc(C(=O)O)cc1NC(=O)C1CCCN1S(=O)(=O)c1cccc2nsnc12 (stereo not given),-6,-3,0,14,5,-3,0,4,0.95
COc1ccc(C(O)P(=O)(OC(C)C)c2ccc(N(C)C)cc2)c(OC)c1 (stereo not given),6,1,-9,9,2,12,-3,-3,0.98
CSc1nc(Sc2ccc(Cl)cc2)c2ccccc2n1,4,-4,-6,11,1,11,-6,9,0.99
O=C(NCC1CCCO1)c1ccccc1-c1nc(-c2ccc(Cl)cc2)no1 (stereo not given),-4,-3,-7,27,3,2,-2,28,0.97
Cc1c2cnn(-c3ccccc3)c(=O)c2c(C)n1CCCC(=O)N1CCN(C2CCCCC2)CC1,-6,-2,-4,22,11,16,-1,-9,0.89
CCC1(C(=O)c2ccccc2)C(c2ccc([N+](=O)[O-])cc2)C1(C(=O)OC)C(=O)OC (stereo not given),-7,0,-5,15,-1,33,0,26,1
Clc1ccc(-c2nsc(N3CCOCC3)n2)c(Cl)c1,4,-1,-4,37,0,5,-1,-6,1
Cc1cccc(/C=C2/S/C(=N/N=C3\CC4CCC3(C)C4(C)C)NC2=O)c1 (stereo not given),6,-4,-5,10,6,16,-6,14,0.94
CCCCN(C)CCNC(=O)c1cc2c(-c3ccccc3F)nn(C)c2s1,5,-1,7,-1,-4,4,-1,4,1
O=S(=O)(Nc1nc2ccccc2nc1NCC1CCCO1)c1ccccc1 (stereo not given),-3,0,-2,7,-7,27,4,8,1.1
O=C(CSc1ncnc2nc[nH]c12)Nc1ccccc1C(F)(F)F,3,0,25,14,3,3,57*,11,0.97
Cc1ccc2[nH]c3c(c2c1)CCN(C)C3,-9,-2,-5,16,-5,-7,-3,18,1.1
O=C1C(=O)c2ccccc2C(O)=C1C1CCC(c2ccc(Cl)cc2)CC1 (stereo not given),12,-8,-7,13,15,33,-4,25,0.85
Fc1ccc(-c2csc3ncnc(N4CCc5ccccc5C4)c23)cc1,11,0,4,23,8,11,1,13,0.92
# Later entries
SMILES,hIAP block,beta cell repl,A3G deaminase,NLRP3 yeast inh,mIAP block,TIM10 inh,APOBEC3A inh,tim10-1 inh,mIAP act
COc1cccc2sc3cc(NCc4ccc5c(c4)OCO5)ccc3c(=O)c12,13,-6,-2,28,-5,17,1,-33,1.1
O=C1CCc2cc(S(=O)(=O)Nc3ccccc3F)cc3c2N1CCC3,3,2,-7,17,-6,4,-2,-11,1.1
Cc1c(C)c2ccc(OCC(=O)NC3CCN(Cc4ccccc4)CC3)cc2oc1=O,-2,-1,-5,15,8,-8,-2,6,0.92
O=C(CNC(=O)C(c1ccccc1)c1ccccc1)N/N=C/c1cccnc1,-25,5,-9,6,0,9,-3,7,1
Cc1cccc(/C=N/n2c(-c3cc(-c4ccccc4)n[nH]3)n[nH]c2=S)c1,-91,1,20,26,12,31,-3,20,0.88
CC1CN(c2ccc(S(=O)(=O)N3CCCC3)cn2)CC(C)O1 (stereo not given),3,-3,-4,4,0,-11,2,3,1
COCCNC(=O)COc1cccc(Oc2ccccc2)c1,-9,-2,-4,-3,-3,22,0,22,1
Cc1ccc(CNCc2cc3c(C(C)(C)C)nn(-c4ccccc4)c3[nH]c2=O)cc1,-15,-5,-8,25,10,24,-4,50*,0.9
CC(C)CCN(C(=O)c1ccncc1)c1c(N)n(Cc2ccccc2)c(=O)[nH]c1=O,10,-4,-3,0,8,7,14,18,0.92
CCN1C(=O)c2ccc(C(=O)Nc3ccc(O)cc3C)cc2C1=O,-16,-3,-3,9,1,-5,-3,-5,0.99
Cc1cccc(C(=O)NNC(=O)c2ccc(S(=O)(=O)N3CCOCC3)cc2)c1,-15,0,-4,-66,2,-2,-2,0,0.98
O=C(NC1CCN(Cc2ccc(Cl)cc2)CC1)c1cn(-c2ccccc2)nc1-c1cccnc1,3,-8,-3,4,-127,-1,-2,6,2.3*
Cc1cc(C)c(S(=O)(=O)N2CCCCC2CCNC(=O)C(=O)NCc2ccco2)c(C)c1 (stereo not given),-13,-1,-4,12,6,13,0,22,0.94
Cc1ccc(C2(CCNS(=O)(=O)c3ccc(C)cc3)CCOC(C(C)C)C2)cc1 (stereo not given),-11,-6,-5,-4,-39,4,-1,6,1.4

# 3 structures from above, ordered by heavy-atom count, falling:
SMILES,hIAP block,beta cell repl,A3G deaminase,NLRP3 yeast inh,mIAP block,TIM10 inh,APOBEC3A inh,tim10-1 inh,mIAP act
CC(C)CCN(C(=O)c1ccncc1)c1c(N)n(Cc2ccccc2)c(=O)[nH]c1=O,10,-4,-3,0,8,7,14,18,0.92
CCN1C(=O)c2ccc(C(=O)Nc3ccc(O)cc3C)cc2C1=O,-16,-3,-3,9,1,-5,-3,-5,0.99
COCCNC(=O)COc1cccc(Oc2ccccc2)c1,-9,-2,-4,-3,-3,22,0,22,1
